Rat MKP-3 inhibitors: MKP-3 phosphatase inhibitors, primary screen, biochemical, rat enzyme, in vitro (AID 425) | recombinant MKP-3 phosphatase activity, fluorescence; higher % means a stronger effect | one-dose inhibition, % at 20 µM; IC50 in µM for titrated hits | hit rate 0.17% among 110,000; in the data active = inhibition above about 50%;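 also: plate controls were vehicle for no effect and reference inhibitor for full effect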
Hsp70 inhibitors: Hsp70 inhibitors, probe displacement, primary screen, biochemical, fluorescence polarization (AID 583). displacement, % at 20 µM, or IC50 in µM where a hit was titrated. Hsp70 fluorescence polarization probe displacement, mP; higher % means a stronger effect. hit rate 0.06% among 140,000; in the data active = displacement above about 50%;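 also: plate controls were vehicle for no effect and reference ligand for full effect; a part of the inactive calls stands beside numbers as strong as those of hits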
* = called active by the depositor; · = not tested or not shown; & = joins results of further samples. An excerpt; the hit share may differ from the screen's.

#	SMILES	Rat MKP-3 inhibitors	Hsp70 inhibitors
1	O=C(CSc1nnc(-c2ccc(Cl)cc2Cl)n1C1CCCCC1)NC1CCS(=O)(=O)C1 (stereo not given)	·	-2.3%
2	Cc1ccc2c(C(=O)CN3CCCC3)c(C)[nH]c2c1	0%	3.2%
3	CCc1nnc(NC(=O)c2cc3ccccc3oc2=O)s1	-8%	3.4%
4	O=c1[nH]c(N/N=C\c2c(Cl)cccc2Cl)nnc1-c1ccccc1	0%	0.9%
5	CC1=CC(C)C2(CO)COC(c3ccccc3)C1C2C (stereo not given)	0%	-1.3%
6	Cc1cc(C)nc(SCSc2nc(C)cc(C)n2)n1	-10%	1.3%
7	CCc1c(C)nc(N2CCOCC2)[nH]c1=O	2%	4.1%
8	CCCCCCCSc1n[nH]c(=O)[nH]c1=S	3%	4.7%
9	O=C(O)C1CCCCC1C(=O)NCCCCc1ccccc1 (stereo not given)	3%	-3.1%
10	O=C(c1cc(=O)c2ccccc2o1)N1CCCc2ccccc21	-12%	-0.6%
11	COc1ccc(CCNC(=O)c2cnc3scc(C)n3c2=O)cc1OC	4%	-2.3%
12	Cc1ccc(-c2ccc(S(=O)(=O)N3CCN(C)CC3)cc2)cc1	-14%	-0.5%
13	CCCc1cc(C(=O)Nc2sc3c(c2C#N)CCC3)no1	-6%	0.2%
14	Cn1c(SCCOc2ccc(Cl)cc2)nnc1-c1ccncc1	3%	-4.1%
15	CCOC(=O)COc1ccc(/C=C2\C(=O)NC(=O)N(c3ccc(Cl)cc3)C2=O)cc1OCC	3%	1.4%
16	CCc1ccccc1NC(=O)CN(c1cc(OC)ccc1OC)S(C)(=O)=O	-2%	-4.4%
17	COc1ccc2oc(=O)c(C(=O)N3CCN(C)CC3)cc2c1	0%	0.1%
18	CCOC(=O)CCn1c2nc(C)cc(C)c2c(=O)n1-c1ccccc1	-2%	-0.6%
19	Cc1nc(N2C(=O)C(=O)/C(=C(/O)c3ccccc3)C2c2ccco2)sc1C (stereo not given)	-3%	0.6%
20	O=C(c1ccc(C#CC2(O)CCCCC2)cc1)N1CCN(C(c2ccccc2)c2ccccc2)CC1	·	5.5%
21	Cc1ccc(C)c(NC(=O)c2cccc(F)c2)c1	0%	0.7%
22	CC(=O)c1coc2ccc(OCC(=O)O)cc12	-5%	4.2%
23	Cc1cc(C)cc(N2C(=O)NC(=O)/C(=C\c3sccc3C)C2=O)c1	3%	3.6%
24	O=C(c1ccc(S(=O)(=O)N2CCOCC2)cc1)N(c1ccc(F)cc1)C1C=CS(=O)(=O)C1 (stereo not given)	-10%	0.2%
25	O=C1CC(N2CCCc3ccccc32)C(=O)N1c1ccccc1 (stereo not given)	-8%	-1.2%
26	NC(=O)c1ccsc1NC(=O)C1CC1	-12%	-0.9%
27	O=C(c1ccccc1)N1CCN(c2cc(N3CCCCC3)c(F)cc2[N+](=O)[O-])CC1	2%	-3.1%
28	COc1ccc(-c2c(C#N)c(SCC(=O)c3ccc(Cl)cc3)nc(C)c2C(=O)Nc2ccc(Cl)cc2)cc1	0%	-9.1%
29	CCCCn1c(SCn2nnc3ccccc3c2=O)nc2cc(C(=O)OC)ccc2c1=O	-1%	0.5%
30	COc1ccc(C2C(C(=O)NCCN3CCOCC3)c3ccccc3C(=O)N2C)cc1OC (stereo not given)	8%	-5.4%

Record cards, as listed above.
Listed for `Cc1cc(C)cc(N2C(=O)NC(=O)/C(=C\c3sccc3C)C2=O)c1` → Rat MKP-3 inhibitors: 3%; Hsp70 inhibitors: 3.6%
Listed for `Cc1nc(N2C(=O)C(=O)/C(=C(/O)c3ccccc3)C2c2ccco2)sc1C` (stereo not given) → Rat MKP-3 inhibitors: -3%; Hsp70 inhibitors: 0.6%
Listed for `O=C1CC(N2CCCc3ccccc32)C(=O)N1c1ccccc1` (stereo not given) → Rat MKP-3 inhibitors: -8%; Hsp70 inhibitors: -1.2%

More records follow:
#	SMILES	Rat MKP-3 inhibitors	Hsp70 inhibitors
31	CCNc1nc(NC#N)nc(SCC(=O)OCC)n1	0%	3.0%
32	C=CCNc1sc(C(=O)c2ccc(Br)s2)c(N)c1C#N	·	-34%
33	CC(Sc1ccccn1)C(=O)Nc1ccccc1 (stereo not given)	0%	1.7%
34	CC1(C)C2CC=C(/C=N/n3cnnc3)C1C2 (stereo not given)	-3%	-4.8%
35	CC(C)CC(=O)N1CCN(Cc2ccc3c(c2)OCO3)CC1	·	-1.0%
36	CCOC(=O)c1sc(-c2ccc(OC)cc2)cc1N	-5%	1.4%
37	CN(C)CCN1C(=O)C(=O)/C(=C(/O)c2ccccc2)C1c1ccccc1F (stereo not given)	-2%&4%	-7.8%&-2.7%
38	O=[N+]([O-])c1cc(C2N(c3ccccc3)CCN2c2ccccc2)ccc1Cl	4%	0.6%
39	CC(=O)Nc1nonc1OCCOc1nonc1NC(C)=O	-2%	4.8%
40	CCOc1c(Cl)cc(CNC(C)(C)CC(C)(C)C)cc1OC	·	4.5%
41	NS(=O)(=O)c1ccc(Nc2nc(-c3ccncc3)cs2)cc1	3%	1.4%
42	O=c1c2ccccc2nc(SCc2nnc(-c3ccccc3Br)o2)n1-c1ccccc1	-12%	5.5%
43	CCOc1ccccc1N1CCN(C(=O)COc2ccc(Cl)cc2C)CC1	5%	3.2%
44	CCOC(=O)C1CCCN(Cc2ccccc2C)C1 (stereo not given)	-8%	11%
45	CCOC(=O)COc1ccc(/C=C2/C(=O)NN(c3ccc(I)cc3)C2=O)cc1OC	2%	-0.6%
46	COCCCNC(=O)C1CC(=O)N(Cc2ccc(OC)cc2)C1 (stereo not given)	-1%	-4.4%
47	Cc1cnc(C(=O)OCC(=O)NC2CCCCC2)cn1	-2%	3.0%
48	CCCCOCP(=O)(CC)COCCCC	·	-3.2%
49	COc1ccc(OC)c(C2/C(=C(\O)c3ccc(Cl)cc3)C(=O)C(=O)N2CCCCCC(=O)O)c1 (stereo not given)	4%	-0.1%
50	O=C1c2ccccc2C(=O)c2c1c(-c1ccccc1)nn2-c1ccccc1	1%	1.8%
51	COc1ccccc1OCCNC(=O)c1cccc2ccccc12	0%	-2.8%
52	CCN(C(=O)C1CCCCC1)c1nnc(-c2cccnc2)s1	5%	-0.8%
53	Cc1ccc(-c2noc(COc3ccc(Cl)cc3C)n2)cc1	1%	0.9%
54	Cc1oc2c(c1C(=O)NCc1cc(C(=O)O)co1)CCCC2	-2%	1.9%
55	COc1ccc(C2(O)CN(c3ccccc3)C3=[N+]2CCCS3)cc1 (stereo not given)	0%	2.3%
56	C=CCOC(=O)C1C(=O)CC(C)(O)C(C(=O)OCC=C)C1c1ccc(OCC)cc1 (stereo not given)	1%	0.3%
57	O=C(OCCCc1ccncc1)c1ccc(S(=O)(=O)N2CCOCC2)cc1	-13%	2.5%
58	CN(C)CCNC(=O)C1CC(=O)N(c2ccc(F)c(Cl)c2)C1 (stereo not given)	·	-4.9%
59	COc1cc2c(C)nc3c(c(C)nn3C)c2cc1OC	1%	-1.8%
60	COC(=O)C1=C(C(=O)OC)C2(OC1c1ccc(Br)cc1)C(=O)c1ccccc1C2=O (stereo not given)	·	3.1%
61	CC(C)CCNC(=O)Cc1ccccc1[N+](=O)[O-]	-1%	-1.2%
62	CC1=Nc2cc(-c3cccc(Br)c3)nn2C(=O)C1	1%	2.4%
63	CC(=O)NS(=O)(=O)c1ccc(NC(=O)c2c(-c3ccccc3)noc2C)cc1	0%	-2.4%
64	O=C(Nc1ccc(CN2CCOCC2)cc1)c1ccc(-c2ccc(Br)cc2)o1	1%	-1.7%
65	CCCc1cc(=O)[nH]c(SCc2ccccc2)n1	3%	3.6%
66	COc1ccc(Cc2n[nH]c(=O)c3ccccc23)cc1OC	2%	-4.0%
67	CCOC(=O)c1c(C)oc2c1cc(O)c1ccccc12	-11%	0.8%
68	O=C1NC(=O)N(c2ccccc2)C(=O)/C1=C/c1cccc(O)c1	2%	3.2%
69	Cc1cc2c(cc1C)CSC(c1ccc(O)cc1)SC2	·	-1.8%
70	CC(=Nc1ccccc1)C1=C(O)COC1=O	·	0.7%
71	CC(NS(C)(=O)=O)C(c1cccs1)N1CCN(C)CC1 (stereo not given)	-18%	5.3%
72	Cc1ccn2cc(-c3cnoc3C)nc2c1	·	-2.6%
73	Cc1cc(C)cc(N2C(=O)NC(=O)/C(=C\c3ccc(N(C)C)o3)C2=O)c1	-1%	-18%
74	CCOc1ccc(C2C(C(=O)O)c3ccccc3C(=O)N2CCN2CCOCC2)cc1 (stereo not given)	-8%	3.6%
75	CC(=O)NC(Cc1ccc(F)cc1)C(=O)NC1CCN(c2nnnn2-c2ccccc2)CC1 (stereo not given)	-2%	4.7%
76	Cc1nnc(SCC(=O)NCc2ccccc2)n1-c1ccccc1	·	-4.2%
77	Cn1c(=O)c2c(nc(CN3CCCCC3)n2CCc2ccccc2)n(C)c1=O	-7%	2.8%
78	c1ccc(OCCSc2nc3ccccc3s2)cc1	19%	-0.6%
79	CCOC(=O)C1=c2s/c(=C\c3cccnc3)c(=O)n2C(N)=C(C(=O)OC)C1c1cccnc1 (stereo not given)	·	2.7%
80	CCOC(=O)C(C)Oc1ccc2c(oc(=O)c3ccccc32)c1C (stereo not given)	5%	1.2%
81	COc1cc2c(cc1OC)C(/C(=N/O)C(C)=O)=NCC2	3%	-2.3%
82	CCN(CC)c1ccc(NC(=O)c2cncc(Br)c2)cc1	-4%&-3%	-2.8%&3.0%
83	O=C(NCCc1ccccc1)c1ccc(Cl)c([N+](=O)[O-])c1	-2%	2.0%
84	N#C/C(=C\Nc1ccc2c(c1)OCCO2)c1nc2ccccc2[nH]1	-4%	-13%
85	COC(=O)/C(C#N)=C/c1ccc(-c2ccc(S(N)(=O)=O)cc2)o1	3%	-1.6%
86	COc1cccc(C2C(C(=O)OC(C)C)=C(C)Nc3ncnn32)c1 (stereo not given)	2%	2.5%
87	CSc1ccccc1NC(=O)c1nn2c(c1Cl)NC(c1ccco1)CC2C(F)(F)F (stereo not given)	5%	-1.7%
88	CCCCC(C(=O)O)C(C)CC(=O)Nc1ccn(-c2ccccc2)n1 (stereo not given)	-7%	9.0%
89	O=c1c2c3c(sc2n(CCN2CCCCC2)c(=O)n1Cc1ccco1)CCCCC3	·	5.9%
90	O=C(N/N=C/c1ccc(Br)c([N+](=O)[O-])c1)c1cccs1	4%	2.0%

A draw from above in order of molecular weight, low to high.
#	SMILES	Rat MKP-3 inhibitors	Hsp70 inhibitors
80	CCOC(=O)C(C)Oc1ccc2c(oc(=O)c3ccccc32)c1C (stereo not given)	5%	1.2%
85	COC(=O)/C(C#N)=C/c1ccc(-c2ccc(S(N)(=O)=O)cc2)o1	3%	-1.6%
76	Cc1nnc(SCC(=O)NCc2ccccc2)n1-c1ccccc1	·	-4.2%
88	CCCCC(C(=O)O)C(C)CC(=O)Nc1ccn(-c2ccccc2)n1 (stereo not given)	-7%	9.0%

(cont.)
#	SMILES	Rat MKP-3 inhibitors	Hsp70 inhibitors
91	CCN(CC)S(=O)(=O)c1ccc(NC(=O)Cn2c(=O)oc3ccccc32)cc1	-8%	-4.0%
92	NC(=O)C1CCN(C(=O)CN2CCc3ccccc32)CC1	-8%	2.3%
93	O=C(NN1C(=O)c2ccc(Oc3ccc([N+](=O)[O-])cc3)cc2C1=O)c1ccco1	0%	-1.3%
94	O=C1CC(N2CCOCC2)C(=O)N1c1cccc(Cl)c1 (stereo not given)	-4%	·
95	CN1CCc2ccccc2C1C1CCNCC1 (stereo not given)	0%	1.0%
96	C=CCOc1ccc2c(c1)c(S(=O)(=O)c1ccc(C)cc1)cn2COC	-5%	3.0%
97	CC1C=CCC2C(=O)N(c3cccc(C(=O)N4CCN(c5ccc(F)cc5)CC4)c3)C(=O)C12 (stereo not given)	2%	-0.6%
98	COc1ccc(S(=O)(=O)N2CCCC2C(=O)Nc2nccs2)cc1 (stereo not given)	0%	3.0%
99	CC1=C(C(=O)Nc2ccccc2)C2(CCCCC2)C(C#N)=C(SCC(=O)Nc2ccc(Br)cc2)N1	4%	2.4%
100	Cc1cc(=O)n2nc(N3CCCC(C(=O)NC(C)c4ccccc4)C3)sc2n1 (stereo not given)	·	2.1%
101	COc1ccc(CN2CCN(CCCc3ccccc3)CC2)c(OC)c1	2%	1.2%
102	COc1ccc(C(=O)NN2C(=O)C3C4C=CC(C5CC45)C3C2=O)cc1 (stereo not given)	2%	-0.3%
103	O=C(CSc1nc2ccccc2[nH]1)OCc1ccccc1	2%	1.0%
104	Cc1cc(=O)oc2c(N)c(O)ccc12	2%	9.9%
105	COC(=O)Cn1c(C)nc2ccccc21	·	2.5%
106	C/C(=N\Nc1nc(-c2ccc(C)cc2)nc2ccccc12)c1ccccc1	0%	-2.8%
107	O=C(O)/C=C/c1cc(C(=O)O)c(/C=C/C(=O)O)cc1C(=O)O	3%	1.1%
108	Cn1c(=O)c2c(SCC(=O)N3CCCc4ccccc43)nc(C3CC3)nc2n(C)c1=O	6%	0.9%
109	CC(=NCc1ccccc1)C1=C(O)COC1=O	-9%	-1.1%
110	COc1ccc(NC(=O)C(=O)N/N=C/c2cccc(OC)c2OC)cc1	0%	-1.3%
111	COc1ccc(-c2cc(C(=O)NCCc3ccccc3)no2)cc1OC	-5%	9.2%
112	COc1ccc(NC(=O)C(=O)NCCN2CCN(C(=O)c3cccs3)CC2)cc1	·	-3.6%
113	CCCc1nc2ccc(NC(=O)c3ccco3)cc2c(=O)n1Cc1ccc(Cl)cc1	·	3.1%
114	CCOc1ccc(C(=O)Nc2c(C(N)=O)oc3ccccc23)cc1	·	7.6%
115	O=C1NC(c2ccccc2)=C(c2nc3ccccc3s2)C(c2ccc(F)cc2)N1 (stereo not given)	·	1.2%
116	CC1CCCC(C(=O)OCc2ccccc2)N1 (stereo not given)	2%	-8.1%
117	CCNc1nc(C)c2cc(Br)c(=O)n(CC)c2n1	-15%	2.9%
